Screening results deposited in PubChem BioAssay by several laboratories.
KOR beta-arrestin-1 = kappa opioid receptor activators – cell-based, luminescence, uHTS, primary screen (AID 1777). KOR beta-arrestin recruitment, luminescence; higher % means a stronger effect. activation, % at 10 µM, or EC50 in µM where a hit was titrated. 280,000 tested, 0.02% active; in the data active = activation above about 50%, passing the limit was not always enough; also: a part of the inactive calls stands beside numbers as strong as those of hits
Myeloid diff 2 = promotes myeloid progenitor differentiation. 360,000 tested, 1% active. ER-HoxA9 myeloid progenitors, lysozyme-GFP differentiation, flow cytometry. AID 624256. calls only at 10 µM;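 active = normalized GFP-positive differentiation at or above the plate's own cutoff, the solvent-only control mean plus 3 SD; inconclusive = no clear call, values can overlap the other calls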;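 also: cells exposed to compound for four days before flow analysis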
NOD2 inhibition = NOD2 signaling inhibitors, cell-based, luminescence, uHTS, HEK293 (AID 1566) | HEK293 NOD2/NF-kB luciferase reporter, luminescence; higher % means a stronger effect | inhibition, % at 4 µM; hits with a dose series show EC50 in µM | 290,000 tested, 0.63% active; also: many of its hits are not listed in these tables
NOD1 inhibition = NOD1 signaling inhibitors, primary screen, cell-based, luminescence, uHTS (AID 1578) | 290,000 tested, 1% active | one-dose inhibition, % at 4 µM; EC50 in µM for titrated hits | NOD1-driven NF-kB luciferase reporter cells, luminescence; higher % means a stronger effect; in the data active = inhibition mostly above about 36%, no sharp cut-off; inactive = mostly below about 34%;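 also: HEK-293T reporter cells stimulated with the NOD1 agonist gamma-tri-DAP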
KOR beta-arrestin-2 = kappa opioid receptor blockers – cell-based, luminescence, uHTS (AID 1778); KOR beta-arrestin recruitment, luminescence, antagonist mode; higher % means a stronger effect; inhibition, % at 10 µM; hits with a dose series show IC50 in µM; 290,000 tested, 0.091% active; also: strong numbers were not always called active
GPR55 beta-arrestin = GPR55 agonists via beta-arrestin recruitment, primary screen, imaging, U2OS cells, beta-arrestin-GFP redistribution (AID 1961); U2OS GPR55 beta-arrestin-GFP redistribution imaging; higher % means a stronger effect; activation, % at 10 µM, or EC50 in µM where a hit was titrated; 290,000 tested, 0.048% active;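 active = activation above 40% with more than 50 cells counted in the well; inconclusive = wells holding fewer than 50 cells, flagged as toxic or sparse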;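 also: U2OS osteosarcoma cells stably expressing GPR55 and beta-arrestin-GFP; plate controls were DMSO negative control for no effect and LPI positive control for full effect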
GPR55 antagonists = inhibition of LPI-stimulated GPR55 beta-arrestin translocation – imaging, U2OS, beta-arrestin-GFP, LPI agonist, primary screen (AID 2013); U2OS GPR55 beta-arrestin-GFP translocation imaging, LPI antagonism; higher % means a stronger effect; inhibition, % at 10 µM, or IC50 in µM where a hit was titrated; 290,000 tested, 0.13% active;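 active = spots per cell inhibited over 60%, with over 100 cells counted and total cytoplasm intensity under 500,000; inconclusive = wells with under 100 cells, flagged as likely toxic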;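 also: U2OS cells stably carrying GPR55 and arrestin-GFP stimulated by 5 µM LPI near EC80; imaged beta-arrestin-GFP aggregate spots per cell after agonist stimulation; plate controls were LPI-stimulated DMSO wells for no effect and DMSO wells without LPI for full effect; some results filed as inactive read as strong as hits; confirmed hits need IC50 under 10 µM and bright autofluorescent wells are also inconclusive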
NTR1 ag = NTR1-driven beta-arrestin-GFP spot formation – imaging, U2OS cells, high content, primary screen (AID 493036) | activation, % at 20 µM | P30989 | agonist mode | 330,000 tested, 0.17% active;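 active = activation at or above 40% of the spot to cytoplasm intensity ratio, with at least 20 cells analyzed; inconclusive = wells under 20 cells, flagged as cytotoxic or low count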;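 also: 0% = DMSO without peptide and 100% = 100 nM NTR1 peptide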
Target sequence (P30989 whole entry, looked up): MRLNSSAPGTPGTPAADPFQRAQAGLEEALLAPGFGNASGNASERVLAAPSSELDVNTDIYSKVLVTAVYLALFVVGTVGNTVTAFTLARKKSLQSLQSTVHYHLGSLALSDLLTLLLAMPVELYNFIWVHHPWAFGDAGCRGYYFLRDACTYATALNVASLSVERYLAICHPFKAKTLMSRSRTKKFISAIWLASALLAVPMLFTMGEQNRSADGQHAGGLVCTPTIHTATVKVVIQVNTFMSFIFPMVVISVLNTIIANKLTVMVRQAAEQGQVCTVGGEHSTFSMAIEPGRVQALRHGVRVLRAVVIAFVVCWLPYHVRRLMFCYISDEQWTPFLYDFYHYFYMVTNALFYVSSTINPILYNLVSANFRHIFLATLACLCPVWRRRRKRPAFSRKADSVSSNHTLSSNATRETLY
T cell HTS = modulates CD8 T cell binding to vesicles; calls only at 7 µM; 2C CD8+ T cell-vesicle binding, flow cytometry; stronger effect = lower value; 330,000 tested, 0.068% active;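 active = response, share of CD8 T cells binding vesicles, and their 90th percentile fluorescence all below set limits, cut at about 80% in these data, passing the limit was not always enough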
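material = purified 2C TCR transgenic mouse naive CD8+ T cells | controls = Unloaded micro-vesicles (low), QL9 vesicles with 0.7% DMSO (high) | detection = cytometric PE anti-B7-1 and Alexa647 anti-CD8 signals after 1% paraformaldehyde fixation | incubation = binding step 1.5 h, 37 °C, antibody labelling 20 min, ice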
T cell HTS vesicle-bound % = further read-out of T cell HTS, marked with its call; double positive events, %; measured here: CD8+ vesicle-bound cell fraction;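 binding gate set so that unloaded-vesicle control wells show 10% double positive cells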
NTR1 ag cell count 20 µM = recorded beside NTR1 ag, whose call it bears; cell count; measured here: cell count, cytotoxicity flag
Myeloid diff 2 GFP+ MAC1+ % = further read-out of Myeloid diff 2, marked with its call; GFP+ MAC1+ double positive, %; measured here: differentiation confirmed by MAC1 staining
Numbers without * were called inactive; i = inactive; ? = inconclusive; . = no result given; [ ] = remark or other dose. Rule as the data show it, unless noted: active = inhibition above about 50%; inactive = the rest.

SMILES	KOR beta-arrestin-1	Myeloid diff 2	Myeloid diff 2 GFP+ MAC1+ %	NOD2 inhibition	NOD1 inhibition	KOR beta-arrestin-2	GPR55 beta-arrestin	GPR55 antagonists	NTR1 ag	NTR1 ag cell count 20 µM	T cell HTS	T cell HTS vesicle-bound %
COc1ccc(-n2ccnc2SCC(=O)NC2CCCC2)c(OC)c1	-1.2%	i	0.4	0%	-35%	-8%	0.2%	-16%	-0.9	67	i	57
O=C(Cn1ncc2c(=O)oc3ccccc3c21)N1CCC(N2CCCCC2)CC1	4.7%	i	3.6	20%	-22%	4%	0.3%	6%	3.9	58	i	30
Cc1ccc(N2C(=O)N(C(C)C)C(C)(C)CC2(C)O)cc1 (stereo unspecified)	2.7%	i	0.8	7%	-13%	-47%	-0.2%	-5%	1.2	50	i	44
COc1cc(S(=O)(=O)Nc2ccc(C(=O)NCC(=O)O)cc2)ccc1NC(C)=O	1.2%	i	0.4	-8%	-22%	-25%	0.0%	-4%	-1.5	79	i	38
C/C(=N\Nc1nc(-c2ccccc2)cs1)c1cccs1	4.5%	i	0.9	-145%	-74%	-65%	-0.3%	-1%	-1.1	64	i	21
CC1CCCN(Cc2nc3c(c(=O)n(C)c(=O)n3C)n2Cc2c(F)cccc2Cl)C1 (stereo unspecified)	-0.8%	i	5.3	-21%	-3%	-66%	-0.1%	12%	3.4	64	i	37
CCc1ccc2c(c1)C(=O)C(=O)N2CCS(=O)(=O)c1ccccc1	1.4%	i	3.3	-10%	-24%	-72%	-0.1%	-6%	3.4	49	i	52
COc1ccc(-c2nc3ccccc3c(=O)n2N)cc1	1.1%	i	1.1	3%	-14%	15%	-0.1%	27%	1.9	74	i	33
COc1cc(NC(=O)COc2ccccc2)c(OC)cc1NC(C)=O	.	i	0.3	10%	-3%	-7%[20 µM]	-0.1%	-8%	-0.8	38	i	33
O=C(CCCc1c[nH]c2ccccc12)N1CCCCCC1	2.1%	i	0.2	-23%	-29%	-1%	0.2%	2%	3.2	61	i	42
O=C(CSc1ccc([N+](=O)[O-])cc1)NNC(=O)c1ccccc1F	-4.3%	i	0.7	5%	-25%	-1%	0.2%	-1%	-0.8	51	i	38
COc1ccc(C(=O)CC(=O)C(=O)Nc2c(C)cccc2C)cc1	-3.3%	i	0.7	13%	-7%	-4%	-0.1%	7%	-1.5	89	i	39
COC(=O)c1ccc(N2CCOCC2)c(NC(=O)c2ccc3c(c2)OCO3)c1	5.1%	i	0.5	-13%	35%	21%	-0.1%	4%	-1.5	43	i	25
COc1ccc(NC(=O)C2=C(C)C(=O)OC23CCC(C)CC3)cc1Cl (stereo unspecified)	2.8%	i	0.8	27%	25%	-6%	-0.1%	-5%	2.1	86	i	15
COC(=O)c1cc(NC2c3ccccc3C(=O)N2c2cccnc2)cc(C(=O)OC)c1 (stereo unspecified)	-1.6%	i	2.1	18%	7%	8%	-0.1%	11%	5.1	58	i	49
COc1cc(/C=N/n2nnnc2N)ccc1OC(C)C	-3.1%	i	0.2	10%	-2%	27%	0.0%	-1%	0.7	90	i	44
CC(C)=C1C2CCC1C1C(=O)N(c3nc(-c4ccc(F)cc4)c(C)s3)C(=O)C21 (stereo unspecified)	-0.3%	i	1.1	-10%	-8%	8%	-0.1%	7%	1.2	47	i	59
O=C(NCCN1CCOCC1)N1c2ccccc2Sc2ccccc21	0.3%	i	0.4	16%	0%	-11%	0.3%	19%	-1.6	89	i	31
CCc1ccc(CNC(=O)c2ccc3c(c2)NC(=O)C(N2CCOCC2)S3)cc1 (stereo unspecified)	8.0%	?	.	40%	-4%	-49%	0.2%	-9%	-0.4	71	i	33
CN(C)S(=O)(=O)c1ccc(Cl)c(NC(=O)COC(=O)/C=C/c2ccco2)c1	-4.9%	i	1.0	7%	-25%	8%	0.7%	-6%	2.0	67	i	21
OC(CNCc1ccc(Cl)cc1)C(F)(F)F (stereo unspecified)	-0.8%	i	0.4	4%	29%	-19%	-0.1%	3%	-2.3	19	i	33
CC1c2cc3c(cc2CCN1C(=O)c1ccc(Cl)cc1)OCCCO3 (stereo unspecified)	0.0%	i	1.4	16%	3%	-8%	-0.1%	-3%	-0.4	60	i	51
CC(C)C(=O)O/N=C1\CCS(=O)(=O)c2sccc21	-1.0%	i	0.1	23%	-16%	-18%[20 µM]	-0.1%	-3%	-0.3	41	i	26
COc1ccc(C2=NN(C(=O)CCC(=O)O)C(c3cccs3)C2)cc1 (stereo unspecified)	3.0%	i	0.3	7%	19%	-7%	-0.2%	-4%	2.1	59	i	27
c1ccc(-c2nnc3ccc(N4CCCC4)nn23)cc1	-0.6%	i	2.2	15%	-21%	9%	-0.3%	-10%	2.5	56	i	12
Cc1ccc(NC(=O)CN2CCC(NC(=O)Cc3ccccc3)CC2)c(C)c1	-6.2%	i	0.8	9%	-27%	20%	0.1%	15%	0.1	98	i	54
COCCn1nnnc1SCC(=O)Nc1ccc2c(c1)OCO2	.	i	0.3	6%	-36%	-43%[20 µM]	-0.1%	12%	-0.2	61	i	24
CCc1ccc2nc(NC(=O)c3ccc4c(=O)[nH]c(CN5CCOCC5)nc4c3)sc2c1	-3.2%	.	.	28%	17%	-9%	-0.1%	-24%	-0.4	71	i	60
CCCN(CC(=O)Nc1ccc(C(N)=O)cc1)CC(=O)Nc1ccccc1C	-2.1%	i	0.3	-6%	-10%	8%	-0.3%	2%	-0.5	44	i	40
FC(F)(F)c1nc2ccccc2n2c(-c3c(Cl)cccc3Cl)nnc12	-3.0%	i	2.2	13%	10%	11%	0.0%	-2%	3.1	61	i	51
NS(=O)(=O)c1ccc(CCNC(=O)Nc2ccc(Cl)c(Cl)c2)cc1	2.8%	i	7.0	24%	-8%	-34%	0.0%	-16%	3.4	38	i	13
Cc1ccc(OCC(=O)Nc2ccc3c(c2)nc(CCN2CCOCC2)n3C)cc1	5.3%	i	1.8	8%	-31%	-47%	-0.2%	4%	-1.1	68	i	32
CCOc1ccc(NC2=NCCC(=O)N2Cc2cccs2)cc1	-0.2%	i	1.2	14%	-15%	27%	-0.1%	15%	0.5	91	i	11
O=C(Nc1ccc(S(=O)(=O)Nc2ncccn2)cc1)c1ccc2ncsc2c1	-2.4%	i	0.5	-15%	-5%	.	-0.1%	-2%	0.9	61	i	21
COc1ccc(NC(=S)NCCCN2CCCC2)cc1Cl	-4.2%	i	0.6	22%	-19%	10%	0.6%	5%	-2.3	48	i	20
C=CCc1ccc(OCCOCCOc2ccccc2[N+](=O)[O-])c(OC)c1	0.1%	i	0.8	12%	2%	-11%	-2.3%	2%	-0.8	55	i	54
COc1ccc(C(=O)Nc2ccc3cn[nH]c3c2)c(OC)c1	-5.4%	i	0.2	-69%	-39%	25%	-0.1%	4%	0.2	48	i	57
Nc1nonc1-c1nc2ccccc2n1Cc1ccc(Cl)cc1	-6.2%	i	6.5	0%	16%	-7%	-0.2%	11%	2.0	69	i	20
CC(C)C(=O)Nc1nc(-c2ccc(S(=O)(=O)N3CCOCC3)cc2)cs1	1.5%	i	0.9	5%	18%	11%	-0.2%	4%	-0.2	68	i	76
COc1cc(NC(=S)N2CCc3ccccc3C2)cc(OC)c1	-2.2%	i	0.1	-269%	-11%	-11%	0.0%	3%	0.9	95	i	58
CC1CCN(C(=O)CSc2nncn2C)CC1	0.5%	i	1.3	12%	-17%	2%	-0.1%	21%	-0.5	47	i	11
CC(C)CC(=O)Nc1ccc(C(=O)Cn2nc(C(=O)O)c3ccccc3c2=O)cc1	-4.2%	i	0.4	1%	-5%	-21%	0.0%	8%	0.3	54	i	12
CCc1ccc(N2CN(Cc3ccco3)CNC2=S)cc1	3.0%	i	0.6	5%	-4%	33%	-0.2%	-1%	0.7	42	i	41
O=C(Nc1cccc(F)c1)c1ccc2c(c1)OCCO2	-3.0%	i	1.5	-77%	-44%	-10%	0.5%	-7%	1.1	47	i	14
Cc1ccccc1-c1ccc(C(=O)NCc2ccccc2)o1	-0.4%	i	1.0	-35%	-53%	3%	-0.3%	7%	-5.4	82	i	20
COCc1cc(C)nc(OCC(=O)N/N=C/c2ccc(-c3cc([N+](=O)[O-])ccc3Cl)o2)c1C#N	-1.2%	i	0.3	16%	-19%	16%	0.0%	12%	12	53	i	64
CNc1oc(-c2cccs2)nc1C#N	2.3%	i	1.7	-4%	1%	-21%	0.1%	1%	-0.1	48	i	45
CC(=O)Nc1ccc(S(=O)(=O)N2CCCN(S(=O)(=O)c3ccc(C)cc3)CC2)cc1	1.6%	i	1.5	22%	6%	10%	-0.1%	19%	-0.7	66	i	36

Record cards, as listed above. Order of screens: KOR beta-arrestin-1	Myeloid diff 2	Myeloid diff 2 GFP+ MAC1+ %	NOD2 inhibition	NOD1 inhibition	KOR beta-arrestin-2	GPR55 beta-arrestin	GPR55 antagonists	NTR1 ag	NTR1 ag cell count 20 µM	T cell HTS	T cell HTS vesicle-bound %
Results for CNc1oc(-c2cccs2)nc1C#N → 2.3%	i	1.7	-4%	1%	-21%	0.1%	1%	-0.1	48	i	45
Results for CCc1ccc(N2CN(Cc3ccco3)CNC2=S)cc1 → 3.0%	i	0.6	5%	-4%	33%	-0.2%	-1%	0.7	42	i	41

(further entries)
SMILES	KOR beta-arrestin-1	Myeloid diff 2	Myeloid diff 2 GFP+ MAC1+ %	NOD2 inhibition	NOD1 inhibition	KOR beta-arrestin-2	GPR55 beta-arrestin	GPR55 antagonists	NTR1 ag	NTR1 ag cell count 20 µM	T cell HTS	T cell HTS vesicle-bound %
COCCNC(=O)CN1CCN(Cc2cccc(Cl)c2)C1=O	-1.7%	i	1.7	10%	4%	-18%	-0.3%	3%	-0.1	85	i	28
CCOc1ccc(CCNC(=O)CCNS(=O)(=O)c2ccc(Br)cc2)cc1OCC	0.4%	i	0.6	0%	-9%	-12%	-0.1%	7%	0.3	55	i	22
CC(=O)Nc1ccccc1C(=O)C(=O)Nc1ccc(C)c(F)c1	3.0%	i	0.3	-24%	7%	-9%	-0.2%	7%	2.0	46	i	52
COc1ccc(OC)c(S(=O)(=O)NCc2cn3cccc(C)c3n2)c1	11%	i	1.6	6%	-10%	-19%	0.1%	3%	1.8	54	i	39
Cc1c(NC(=O)c2ccc(CC(C)C)o2)c(=O)n(-c2ccccc2)n1C	3.3%	i	0.6	10%	-6%	-5%	0.0%	0%	0.1	86	i	41

Not all compounds are listed, so the mix of outcomes need not match the whole.
